# PGC1a acetyl inh: inhibitors of PGC1a acetylation signal, primary screen, cell-based, U2OS, AlphaScreen, inhibitor mode; AlphaScreen anti-acetyl-lysine; with virally co-expressed GCN5 acetyltransferase; inhibition, % at 15.6 µM; 350,000 tested, 0.17% active; AID 651687, 2012;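 active = every replicate shows inhibition of at least 40%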;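 note: 0% = neutral control wells and 100% = positive control wells; some results beyond the cut were filed as inactive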
# C2C12 statin: suppressors of statin myotoxicity in C2C12 myotubes, primary screen, cell-based, single point, plate reader | C2C12 myotubes + simvastatin, ATP luminescence, 48 h; scaled: DMSO 0, geranylgeraniol control 100 | rescue of ATP level, % at 7.49 µM | 330,000 tested, 0.78% active;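 active = mean ATP rescue above about 67%, or every replicate alone reaching that limit, limit read from the data, passing the limit was not always enough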;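 note: myotubes were challenged with 10 µM simvastatin during compound exposure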
# miR122 inh: miR-122 Renilla sensor signal increase in Huh7, primary screen, miR-122 inhibitor project, cell-based, single point, plate reader; Huh7 miR-122 Renilla luciferase sensor, 48 h; neutral wells = 0, positive control = 100; activation (reporter increase), % at 12.5 µM; 340,000 tested, 0.3% active; AID 602342, 2012;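 active = mean replicate activation score at least 90 and every replicate individually at or above 90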;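 note: higher luciferase means less miR-122 activity so hits act as miR-122 inhibitors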
# INS-1E GSIS act: GLuc luminescence reporter in INS-1E cells, primary screen for activators of glucose-dependent secretion of insulin; INS-1E GLuc reporter insulin secretion, 2-3 h; activation, % at 16.6 µM; 370,000 tested, 0.61% active;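 active = lowest replicate activation of at least 40%, so every replicate reaches that level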;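 note: 0% = median of neutral control wells and 100% = median of IBMX positive control wells; some compounds called inactive have numbers as strong as hits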
# F508del corr: F508del CFTR correction, initial screen, CFBE line, single point; CFBE cells, YFP halide quenching; stimulated with forskolin plus potentiator P3; % fluorescence drop versus neutral controls; activity (quench increase), % at 7.58 µM; AID 720511, 2013; 350,000 tested, 0.36% active;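 active = mean added fluorescence quench of at least 8% versus neutral control, with both replicates also reaching 8%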;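 note: cells transiently co-express mutant CFTR-F508del with the halide-sensitive YFP; corrector assay measuring rescue of mutant channel to the surface after 24 h compound exposure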
# FN deposit inh: inhibitors of fibronectin matrix deposition, primary screen, AH1F cells, Alexa488-fibronectin fluorescence, plate reader; inhibition, % at 12.6 µM; AH1F fibroblasts, overnight; 350,000 tested, 0.086% active; AID 743247, 2014;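 active = mean inhibition across replicates of 30% or more, regardless of how many single replicates reach that level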;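 note: positive control wells lacked labelled fibronectin entirely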
#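 test system = AH1F fibroblasts assembling fluorescent fibronectin matrix | quantity = 10000 AH1F cells per well | buffer or medium = DMEM plus 2% serum, read in PBS | doses = single dose, pinned | incubation = 1 h cell attachment, overnight exposure to compound and label | detection = fluorescence at 485 nm excitation, 525 nm emission | read-out basis = inhibition from reduced deposited-fibronectin fluorescence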
# PglD DTNB: C. jejuni PglD acetyltransferase inhibitors, primary screen, biochemical, DTNB colorimetric, single point; inhibition, % at 12.5 µM; purified PglD enzyme, DTNB colorimetric CoA detection; UDP-N-acetylbacillosamine N-acetyltransferase PglD (Campylobacter jejuni); AID 602405, 2012; 360,000 tested, 0.098% active; in the data active = inhibition above about 16%, passing the limit was not always enough; note: strong numbers were not always called active
# Cneo AK release: Cryptococcus neoformans cell lysis inducers, primary screen, AK release luminescence, single concentration; C. neoformans lysis, adenylate kinase release luminescence, 4 h; normalised: neutral wells 0, clomiphene wells 100; 360,000 tested, 0.2% active; lysis activity, % at 15 µM;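 active = mean lysis activity across replicates of at least 80%, whatever share of replicates individually reach that level; inactive = mean lysis activity below 80%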
#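 read-out = cell lysis signal | test system = log-phase Cryptococcus neoformans yeast cells | input = cells at 5 × 10^6 per mL | medium = fresh YPD growth medium | signal = luminescent adenylate kinase detection reagent | timing = 4 h at 37 °C static, read 1 h later | dosing = single dose | controls = Clomiphene as positive lysis control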
# Active calls of the source: *; . = not tested or not shown; [ ] = remark or other dose.
SMILES,PGC1a acetyl inh,C2C12 statin,miR122 inh,INS-1E GSIS act,F508del corr,FN deposit inh,PglD DTNB,Cneo AK release
Cc1ccc(O)c(NC(=O)c2cccc(NC(=O)c3ccco3)c2)c1,8,-9,2,.,.,.,-4,6
N#C/C(=C(\O)c1cc(Cl)sc1Cl)c1nc2ccccc2[nH]1,3,-12,-8,23,3.5,20,4,-1
COc1ccccc1N(CC(=O)NC1CCCC1)C(=O)C1(C)CC(=O)N=C2C=CC(C)=CN21 (stereo not drawn),0,-6,-1,24,-2.9,7,14,-1
O=C(NC1CCCCCC1)c1[nH]c(C(F)(F)F)nc1-c1ccccc1,0,0,-2,.,-3.3,-3,-1,3
COc1ccc(NC(=O)CN2C(=O)COc3ccc(S(=O)(=O)N4CCOCC4)cc32)c(OC)c1,2,-2,-2,13,-0.5,-4,3,0
COc1cccc(-c2cnc3c(c2)C(=O)N([C@@H](C)CO)C[C@H](C)[C@H](CN(C)C(=O)CN(C)C)O3)c1,1,13,63[16.7 µM],11,2.1,.,5,-9
CN(C)S(=O)(=O)c1cc([N+](=O)[O-])ccc1N1CCCCCC1,0,5,23,.,.,-3,-1,-3
C/C=C/c1ccc2c(c1)O[C@@H](CN(C)C(=O)c1cccc(F)c1)[C@H](C)CN([C@@H](C)CO)S2(=O)=O,3,-27,10[16.7 µM],-8,0.3,.,0,-20
O=C(O)c1ccc(-c2noc(-c3cccc(Cl)c3)n2)cc1,-1,-36,-2,-1,-2.3,8,5,2
CC1CCN(C(=O)c2cccc(S(=O)(=O)N3CCCCC3)c2)CC1,-18,1,44,.,.,.,6,3
COc1ccc(NC(=O)Nc2cccc3c2O[C@H](CN(C)C)[C@H](C)CN([C@@H](C)CO)C3=O)cc1,5,-13,0[16.7 µM],11,0.6,.,7,-5
CC(C)NC(=O)N(C)C[C@H]1OCCCC[C@H](C)Oc2ccc(NC(=O)C3CCCCC3)cc2C(=O)N([C@@H](C)CO)C[C@@H]1C,-4,.,8[16.7 µM],-6,-2.6,-3,1,2
COC(=O)c1ccc(N(C(=O)CNC(=O)c2ccco2)C(C(=O)NC2CCCC2)c2ccco2)cc1 (stereo not drawn),1,7,-6,.,.,-13,-4,-1
COc1ccc(N2C(=O)CSC2c2ccccc2F)c(OC)c1 (stereo not drawn),.,6,-7,11,-2.4,-8,-1,0
Cc1nn(-c2cc(N3CCCCCC3)ccc2[N+](=O)[O-])c(=O)c2ccccc12,-3,109*,15,.,.,.,2,0
CC(=O)c1ccc(NC(=O)C2CC(c3ccc(F)cc3)=NO2)cc1 (stereo not drawn),-20,10,2,-3,.,0,-4,-1
COc1cccc(CN(C)CC(=O)NC(=O)NCc2ccccc2)c1,-19,10,-1,-6,.,5,0,3
O=C(Nc1ccc(S(=O)(=O)N2CCOCC2)cc1)c1ccccc1,.,-5,-10,.,.,.,-2,0
CC(C)CC(=O)Nc1ccc(N2CCN(C(=O)c3cccs3)CC2)cc1,5,3,-1,-13,1.0,2,-1,2
Fc1ccc(OCCn2cnc(Cl)c2Cl)cc1,-7,8,-7,-7,-3.4,-2,.,.
O=C(OCC1OC(n2ccc(=O)[nH]c2=O)C2OC12)c1ccccc1 (stereo not drawn),2,11,.,12,-2.9,5,4,2
COc1ccc(Cl)cc1CN1CCOCC1,-5,4,-4,-6,-2.6,8,-5,1
COc1ccc(/C(N)=N/OC(=O)c2ccc(Br)o2)cc1,13,-6,5,5,-2.5,5,-7,-2
C=CCNC(=O)c1onc(CSc2ccccc2)c1C(=O)O,.,0,.,-2,-3.6,-1,-2,8
COc1ccc(CNC2C[C@H]3CCCC(=O)N4CC[C@@H](C2)[C@@H]34)cc1 (stereo partly drawn),1,9,-7,20,2.2,.,2,1
CC(C)c1ccc(NC(=O)[C@@H](NC(=O)N2CC(=O)Nc3ccccc32)C(C)C)cc1,4,19,3,-22,4.0,0,2,4
C(=C\c1ccccc1)/CN1CCN(C(c2cc3ccccc3o2)c2nnnn2-c2ccc3c(c2)OCCO3)CC1 (stereo not drawn),-15,1,14,-20,-1.8,-4,3,0
CCCC(NC(=O)CCc1c(C)c2cc3c(-c4ccccc4)coc3cc2oc1=O)C(=O)O (stereo not drawn),-5,-4,0,8,4.7,-4,-6,3
CCc1ccc(-c2nc(CS(=O)CC(=O)O)c(C)o2)cc1 (stereo not drawn),4,.,-10,-32,-2.0,-3,0,-1
Cc1cc(C(=O)OCC(=O)NC(=O)c2cccn2C)c2ccccc2n1,-2,1,-1,-1,-1.8,3,.,.

# The closing 3 compounds of the part above lead into the next:
SMILES,PGC1a acetyl inh,C2C12 statin,miR122 inh,INS-1E GSIS act,F508del corr,FN deposit inh,PglD DTNB,Cneo AK release
CCCC(NC(=O)CCc1c(C)c2cc3c(-c4ccccc4)coc3cc2oc1=O)C(=O)O (stereo not drawn),-5,-4,0,8,4.7,-4,-6,3
CCc1ccc(-c2nc(CS(=O)CC(=O)O)c(C)o2)cc1 (stereo not drawn),4,.,-10,-32,-2.0,-3,0,-1
Cc1cc(C(=O)OCC(=O)NC(=O)c2cccn2C)c2ccccc2n1,-2,1,-1,-1,-1.8,3,.,.
C=CCc1cccc2cc(C(=O)N(CC)CC)c(=O)oc12,-17,2,4,.,.,-8,2,0
Cc1ccc(S(=O)(=O)NC2CCCCC2)c(C)c1NS(C)(=O)=O,-5,.,32,-16,-1.6,6,.,.
Cc1ccc(C)c(NC(=O)CN2C(=O)CNC2=O)c1,0,5,-4,.,.,.,2,3
COc1ccc(/C=C2\C(=O)ON=C2c2ccccc2)cc1OC,.,-1,7,-1,-0.2,-7,-6,-1
COC(=O)C1CCN(C(=O)C2CCN(C(=O)[C@H](C)NS(=O)(=O)c3ccc(C)cc3)CC2)CC1,1,6,-4,6,3.0,.,-1,-3
C[C@H](CO)N1C[C@H](C)[C@H](CN(C)C(=O)Nc2ccccc2)Oc2c(NC(=O)Nc3ccc(C(F)(F)F)cc3)cccc2C1=O,7,-7,-9[16.7 µM],.,0.4,.,-2,-16
O=C(NCc1ccccc1)Nc1cccc2ccccc12,7,.,.,-2,-1.2,-6,.,.
CC(=O)NC[C@H]1O[C@@H](n2ccc(N)nc2=O)[C@H](O)[C@@H]1O,5,11,1,3,0.0,-6,0,0
C[C@@H]1CCCCO[C@@H](CN(C)Cc2ccc(C(F)(F)F)cc2)[C@H](C)CN([C@H](C)CO)C(=O)c2cc(NC(=O)CCCN(C)C)ccc2O1,-4,.,-8[16.7 µM],7,0.5,.,5,4
CN(C)c1ncnc2c1ncn2[C@H]1CN(Cc2ccc(-c3ccccc3)cc2)C[C@@H](CO)O1,.,31,-3,-22,-0.8,-7,1,0
C[C@H](CO)N1C[C@H](C)[C@@H](CN(C)C(=O)C2CCC2)Oc2ncc(Br)cc2C1=O,8,2,0[16.7 µM],7,-2.3,.,.,.
O=C(Nc1ccccc1)N1CCCCN2[C@H](CO)[C@@H](c3ccc(-c4ccccc4F)cc3)[C@@H]2C1,-10,.,12[16.7 µM],-34,2.1,.,2,8
CC(C)CN(CCCNC(=O)CN1C(=O)COc2ccc(S(=O)(=O)N3CCOCC3)cc21)CC(C)C,4,-15,0,13,4.2,-9,.,.
COc1cc(C(=O)/C=C/c2cccnc2)c([N+](=O)[O-])cc1OC,.,-5,.,3,-1.2,1,-3,-2
C[C@H]1CN([C@@H](C)CO)C(=O)c2cc(NS(=O)(=O)c3ccc(F)cc3)ccc2O[C@@H]1CN(C)Cc1ccc(C(F)(F)F)cc1,8,12,1[16.7 µM],-16,0.5,.,-2,10
O=C1C2CSCN2C(=O)CN1CCCN1CCN(C(c2ccccc2)c2ccccc2)CC1 (stereo not drawn),-4,.,-2,-24,.,6,-23,2
COc1ccc([C@H]2N[C@]3(CCCN(CC4CCCCC4)C3=O)[C@H]3C(=O)N(Cc4ccccc4)C(=O)[C@@H]23)cc1,-1,7,-2,-39,3.9,-2,5,0
Cc1ccc(C)c(S(=O)(=O)N2CCN(CC(=O)Nc3ccc4c(c3)CCC4)CC2)c1,-3,3,-1,-25,-1.3,3,-1,3
CC1CCN(S(=O)(=O)c2ccc(N/N=C(/C#N)C(N)=O)cc2)CC1,2,-11,18,.,.,.,-10,2
Cc1ccc(S(=O)(=O)N[C@H]2CC[C@@H](CC(=O)NCCN3CCCCC3)O[C@@H]2CO)cc1,0,1,.,13,0.0,8,-3,2
CN(CC(=O)Nc1ccc(F)cc1)C(=O)COC(=O)Cc1cccs1,-18,-5,0,-12,2.7,-2,-3,0
COc1ccc(-c2ccc3c(c2)[C@H]2[C@H](CCN2S(=O)(=O)c2ccccc2C)[C@H](CO)N3C)cc1,3,3,33[16.7 µM],6,0.9,-6,5,-27

# 3 entries from above in a different format.
molecule | PGC1a acetyl inh | C2C12 statin | miR122 inh | INS-1E GSIS act | F508del corr | FN deposit inh | PglD DTNB | Cneo AK release
CC(=O)c1ccc(NC(=O)C2CC(c3ccc(F)cc3)=NO2)cc1 (stereo not drawn) | -20 | 10 | 2 | -3 | . | 0 | -4 | -1
COc1cccc(CN(C)CC(=O)NC(=O)NCc2ccccc2)c1 | -19 | 10 | -1 | -6 | . | 5 | 0 | 3
O=C(Nc1ccc(S(=O)(=O)N2CCOCC2)cc1)c1ccccc1 | . | -5 | -10 | . | . | . | -2 | 0
